FID counter: displaces DNA intercalator in HCV helicase counter-screen; AID 1845; inhibition, % at 7.9 µM; 0.17% of 290,000 active; DNA fluorescent intercalator displacement, fluorescence; in the data active = inhibition above about 37%;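 note: 0% = vehicle and 100% = reference compound; higher means more ethidium bromide displaced from hairpin DNA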
MEKK2 WT-MEK5: raises or lowers MEK5 binding to wildtype human MEKK2 PB1 domain | binding response (% of control), % at 10 µM | bead flow cytometry, Alexa488-MEK5 binding to MEKK2 WT; actives lie on both sides | Q9Y2U5 | AID 1531 | 1.1% of 290,000 active; in the data active = binding response below about 67% or above about 130%
MEKK2 mut-MEK5: signal of MEK5 binding to mutant human MEKK2 PB1 domain; 0.35% of 290,000 active; bead flow cytometry, Alexa488-MEK5 binding to MEKK2 mutant; percent response, % at 10 µM; in the data active = percent response above about 24%, passing the limit was not always enough; note: inactives centre near 1; some results filed as inactive read as strong as hits
IMP-1 inh: inhibitors of Pseudomonas aeruginosa IMP-1 metallo-beta-lactamase; purified IMP-1, nitrocefin hydrolysis, epi-absorbance fluorescence; inhibition, % at 5.6 µM; 0.45% of 290,000 active; AID 1556;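 active = inhibition above the mean plus 3 SD of all compounds in the same screening run, cut at about 4.5% in these data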;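 note: 0% = IMP-1 with DMSO and 100% = DMSO wells lacking enzyme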
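System: Purified recombinant IMP-1 metallo-beta-lactamase enzyme | Measured by: Fluorescence quenching readout, ex 480/em 530 nm | Replication: Singlicate | Incubation: 15 min preincubation plus 25 min reaction at 25 °C | Evaluation: Percent inhibition from optical density relative to buffer-blank wells | Benchmarks: DMSO with and without IMP-1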
NS3 helicase inh: inhibitors of Hepatitis C virus NS3 helicase; NS3 helicase DNA unwinding, Cy5 molecular beacon fluorescence; inhibition, % at 10.9 µM; AID 1800; 0.56% of 290,000 active;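 active = inhibition above the mean of all tested compounds plus 3 SD, set per campaign, cut at about 35% in these data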;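 note: 0% = DMSO wells and 100% = thioflavine S control wells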
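Compound dosing – single dose, 10.9 µM nominal final, DMSO 0.8% final · System – NS3 helicase fragment of HCV · Buffer or medium – MOPS pH 6.5, MgCl2, DTT, Tween20, BSA · Signal – Cy5 beacon fluorescence read at start and 1 h · Also added – annealed dual-labelled DNA beacon duplex, ATP-started · Schedule – 1 h at 25 °C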
SUMO HTRF inh: blocks human SUMOylation mediated by UBC9; HTRF SUMOylation assay, SAE1/SAE2 + UBC9, in vitro; 0.36% of 290,000 active; inhibition, % at 35 µM; P63279; in the data active = inhibition above about 50%, passing the limit was not always enough; note: strong numbers were not always called active
Target sequence (P63279 whole entry, looked up): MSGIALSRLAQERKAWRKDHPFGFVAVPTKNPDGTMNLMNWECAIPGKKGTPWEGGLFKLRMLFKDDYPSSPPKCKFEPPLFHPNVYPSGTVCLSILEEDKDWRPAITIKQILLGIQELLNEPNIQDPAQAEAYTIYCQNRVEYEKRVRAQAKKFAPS
NALP1 yeast inh: NALP1 inhibition; inhibition, % at 10 µM; S. cerevisiae NALP1/ASC/caspase-1 growth, X-gal OD620, 72 h; 0.61% of 280,000 active; in the data active = inhibition mostly above about 24%, no sharp cut-off; inactive = mostly below about 32%; note: some compounds called inactive have numbers as strong as hits
M18AAP inhibitor: blocks P. falciparum M18 aspartyl aminopeptidase; recombinant PfM18AAP, H-Glu-NHMec fluorogenic cleavage; inhibition, % at 7.35 µM; 1.2% of 290,000 active; AID 1822;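 active = inhibition above the campaign mean inhibition over all tested compounds plus 3 SD, cut at about 28% in these data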;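 note: 0% = plate median of test compound wells and 100% = 2 mM ZnCl2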
VIM-2 inh: blocks Pseudomonas aeruginosa VIM-2 metallo-beta-lactamase; purified VIM-2, nitrocefin hydrolysis, epi-absorbance fluorescence; inhibition, % at 5.6 µM; 0.89% of 290,000 active; AID 1527;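 active = inhibition above the mean of all tested compounds plus 3 SD, cutoff set per screening run, cut at about 7.5% in these data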;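 note: red hydrolysis product quenches plate fluorescence so inhibitors raise well fluorescence; 0% = enzyme with DMSO and 100% = DMSO without enzyme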
* hit, by the source's call; / = not tested or not shown.

SMILES	FID counter	MEKK2 WT-MEK5	MEKK2 mut-MEK5	IMP-1 inh	NS3 helicase inh	SUMO HTRF inh	NALP1 yeast inh	M18AAP inhibitor	VIM-2 inh
O=S(=O)(c1ccc(OCC(O)CNC23CC4CC(CC(C4)C2)C3)c(Cl)c1)N1CCOCC1 (stereo not drawn)	26	131	10	-2.0	-26	-6	-12	3	-2.6
Fc1ccc(C2CC(c3ccco3)=NN2c2ccccc2)cc1 (stereo not drawn)	-5	112	2	-2.2	4	34	21	7	-2.7
OC(C#Cc1ccccn1)c1cccs1 (stereo not drawn)	0	106	9	-0.8	0	-3	-6	10	-2.0
Clc1ccc(CNC2CCN(Cc3ccccc3)CC2)cc1	32	112	5	-0.8	4	1	30	-5	-1.1
CNC(=O)COc1ncnc2sc(C)c(C)c12	0	91	-12	-2.4	-4	-2	/	-2	-2.5
O=C(Nc1ccccc1C(=O)NCCc1ccccc1)c1ccco1	-17	91	-11	-2.1	-12	12	-7	3	-3.4
Cc1cccc(NC(=O)C2CCCN(S(=O)(=O)c3ccc4c(c3)oc(=O)n4C)C2)c1 (stereo not drawn)	-7	104	-1	-2.3	1	12	/	0	-1.3
CNC(=O)COC(=O)/C=C/c1ccco1	-3	99	-2	-4.2	0	18	4	-1	-0.2
Cc1cc(NC(=O)CSc2cn(CCNC(=O)c3ccc(F)cc3)c3ccccc23)no1	-15	101	4	-1.7	-13	14	-10	-2	-0.4
CCOC(=O)C1=C(C)NC2=C(C(=O)CC(C)(C)C2)C1c1cccc(C)n1 (stereo not drawn)	-7	99	-3	-2.8	7	33	11	8	-2.1

Single entries from the results shown:
`CNC(=O)COC(=O)/C=C/c1ccco1` in MEKK2 WT-MEK5 shows 99
`OC(C#Cc1ccccn1)c1cccs1` (stereo not drawn) in SUMO HTRF inh shows -3
`O=C(Nc1ccccc1C(=O)NCCc1ccccc1)c1ccco1` in FID counter shows -17
`Cc1cc(NC(=O)CSc2cn(CCNC(=O)c3ccc(F)cc3)c3ccccc23)no1` in FID counter shows -15

Later entries.
SMILES	FID counter	MEKK2 WT-MEK5	MEKK2 mut-MEK5	IMP-1 inh	NS3 helicase inh	SUMO HTRF inh	NALP1 yeast inh	M18AAP inhibitor	VIM-2 inh
CC(C)C(NC(=O)c1ccc(F)cc1)C(=O)OCC(=O)N1CC(=O)Nc2ccccc21 (stereo not drawn)	-11	102	-1	-1.3	-14	6	23	0	-1.8
CCCCCCCCCC(=O)N/N=C/c1ccc(C)s1	-5	106	-5	0.0	4	-23	-11	-3	-1.9
O=C(O)CCCC(=O)Nc1nc(-c2ccccc2)cs1	-1	102	6	-3.3	-22	0	-19	-2	0.8
CCC1Oc2ccccc2N(CC(=O)NCCCN2CCCCC2C)C1=O (stereo not drawn)	5	102	5	-0.7	2	11	-14	3	-4.2
O=C(O)CCC(=O)Nc1ccc(C(=O)N2CCCCC2)cc1	-1	106	4	-2.5	-2	16	9	-1	-1.6
O=C(NCCc1ccc(F)cc1)c1coc(=O)c(Br)c1	-7	99	4	-1.5	-9	17	15	-15	0.4
Cc1cc(C)c(NC(=O)C(C)Sc2nnc(-c3ccco3)n2-c2ccccc2)c(C)c1 (stereo not drawn)	-27	93	-7	-2.2	-6	-18	6	-5	-1.0
Cc1ccc(S(=O)(=O)N(CC(O)CN2CCCCC2)c2cccc([N+](=O)[O-])c2)cc1 (stereo not drawn)	19	107	2	-2.5	-17	5	9	2	-1.0
CCc1ccccc1NC(=O)CN1CCN(CC(=O)Nc2ccc(-c3ccccc3)cc2)CC1	-45	104	7	-3.9	-9	1	0	-9	-2.1
CC1(C)Cc2c(sc3c2c(=O)n(-c2ccc(Cl)cc2)c(=O)n3CC(N)=O)CO1	-6	104	6	-3.4	-3	-34	8	-6	-2.6
CSc1nsc(SCC(=O)Nc2ccc(F)cc2F)n1	-5	97	-2	-2.6	-5	-3	-1	-2	1.6
CCc1ccccc1NC(=O)CSc1nnc(CCNC(=O)OC(C)(C)C)o1	-22	96	0	-2.2	3	5	/	0	-2.0
Cn1c(=O)c2c(nc(CN3CCN(Cc4ccccc4)CC3)n2CCN2CCOCC2)n(C)c1=O	-10	97	-3	-1.7	-5	-8	11	4	-1.3
CC(C)OCCCn1c(-c2ccc(Br)cc2)c[nH]c1=S	-22	100	6	-1.4	13	7	-7	0	-4.2
Cc1ccc(S(=O)(=O)Oc2cccc(/C=N/n3cnnc3)c2)cc1	-14	101	-1	-3.0	2	20	19	5	-1.2
O=C(CSc1nnc(CNC(=O)c2ccccc2)o1)NCc1ccccc1Cl	-18	110	6	-1.5	-2	-3	12	1	-5.1
COCCCNC(=O)CCc1nc(-c2ccccc2)no1	-2	95	-4	-2.5	0	1	12	1	-4.7
COc1ccc(CCNC(=O)c2ccc(OC)c(OC)c2)cc1OC	-11	99	1	-3.2	-6	6	-7	-4	-3.1
O=C(NN1CC(C(=O)OCc2ccc(Cl)cc2Cl)CC1=O)c1ccccc1 (stereo not drawn)	-43	101	3	-6.0	-2	0	-3	0	-1.5
Cc1cc(OCC(=O)NCCc2ccc(S(N)(=O)=O)cc2)c2c(C)cc(=O)oc2c1	-22	102	3	-4.2	10	27	4	4	0.5

Grouped by structure: the entries above with bromine.
SMILES	FID counter	MEKK2 WT-MEK5	MEKK2 mut-MEK5	IMP-1 inh	NS3 helicase inh	SUMO HTRF inh	NALP1 yeast inh	M18AAP inhibitor	VIM-2 inh
O=C(NCCc1ccc(F)cc1)c1coc(=O)c(Br)c1	-7	99	4	-1.5	-9	17	15	-15	0.4
CC(C)OCCCn1c(-c2ccc(Br)cc2)c[nH]c1=S	-22	100	6	-1.4	13	7	-7	0	-4.2

The listing continues.
SMILES	FID counter	MEKK2 WT-MEK5	MEKK2 mut-MEK5	IMP-1 inh	NS3 helicase inh	SUMO HTRF inh	NALP1 yeast inh	M18AAP inhibitor	VIM-2 inh
O=C(COc1ccccc1)Nn1cnc2ccccc21	-1	89	-8	-4.5	7	16	2	12	-3.1
NC(=O)c1ccccc1NC(=O)Nc1cccc(Cl)c1	6	101	2	0.6	-18	-3	/	-8	2.1
Cc1sc2ncnc(Sc3ccccc3C(=O)Nc3ccc(Br)cc3)c2c1C	1	103	5	-0.2	-8	-24	33	6	-3.4
N#Cc1c(N)nc(SCc2ccccc2)c(C#N)c1-c1ccco1	3	97	0	-2.9	2	32	2	4	-3.1
COC(=O)/C(=C/c1cn(C(C)=O)c2ccccc12)[N+](=O)[O-]	-2	98	0	-1.6	19	9	9	1	-0.2
CN1CCN(Cc2nc(Cc3cccc(F)c3)no2)CC1c1ccccc1 (stereo not drawn)	18	89	-9	-1.8	0	13	29	-4	-0.4
COc1ccc(Cc2nnc(SCc3ccc([N+](=O)[O-])cc3)o2)cc1	-11	98	-3	-2.6	2	3	4	6	-2.1
Cc1ccccc1NC(=O)C1COc2ccccc2O1 (stereo not drawn)	14	105	8	-2.3	5	10	-5	6	-1.6
CN(C)CCCNC(=O)c1cc2c3ccccc3n(C)c2s1	16	119	15	0.3	-8	7	20	-4	3.3
O=C(NCc1cccs1)c1cccnc1Cl	1	110	2	-2.9	8	-1	14	0	-4.1

Entries of single compounds, quoted from the list. Order of screens: FID counter, MEKK2 WT-MEK5, MEKK2 mut-MEK5, IMP-1 inh, NS3 helicase inh, SUMO HTRF inh, NALP1 yeast inh, M18AAP inhibitor, VIM-2 inh
`O=C(COc1ccccc1)Nn1cnc2ccccc21` in the list: -1, 89, -8, -4.5, 7, 16, 2, 12, -3.1
`Cc1ccccc1NC(=O)C1COc2ccccc2O1` (stereo not drawn) in the list: 14, 105, 8, -2.3, 5, 10, -5, 6, -1.6
`Cc1sc2ncnc(Sc3ccccc3C(=O)Nc3ccc(Br)cc3)c2c1C` in the list: 1, 103, 5, -0.2, -8, -24, 33, 6, -3.4

(more compounds)
SMILES	FID counter	MEKK2 WT-MEK5	MEKK2 mut-MEK5	IMP-1 inh	NS3 helicase inh	SUMO HTRF inh	NALP1 yeast inh	M18AAP inhibitor	VIM-2 inh
Cc1ccc(S(=O)(=O)NCCCNc2ccc([N+](=O)[O-])cc2)cc1	12	90	-12	-2.7	-5	10	-20	9	-5.1
Cc1cccc(NC(=O)CSc2n[nH]c(-c3ccncc3)n2)c1C	-11	106	11	-5.3	3	4	4	-4	-2.5
O=C(O)C1C2C=CC3(CN(C4CCCC4)C(=O)C13)O2 (stereo not drawn)	-1	102	2	-4.4	6	-15	17	2	-7.7
CCc1nnc(NC(=O)c2cc(S(=O)(=O)N3CCN(c4ccccc4)CC3)ccc2Cl)s1	-6	111	7	-1.5	4	13	9	3	-1.2
C/C(CC(=O)NC(C)(C)C)=N\NC(=O)c1ccccc1N	-13	97	1	-1.9	1	4	-12	-6	-4.4
Cc1c(C(=O)NCc2ccc(F)cc2)oc2ccc(S(=O)(=O)N3CCOCC3)cc12	-34	104	9	-2.8	-7	-6	-19	-1	-1.7
Cc1cc(N)n2nc(C(F)(F)F)nc2n1	3	91	-6	-3.4	-3	17	-14	5	-4.1
COC(=O)C1CSC(C(=O)OC)N1C(=O)Nc1c(C)cccc1C (stereo not drawn)	-3	100	0	-1.3	2	16	20	0	-1.7
O=C1CCN(CCc2ccccc2)CCN1[C@H](COc1ccccc1)c1ccccc1	-18	106	6	-4.9	-45	1	-1	7	-2.6
COc1cc2c3nnc(-c4ccccc4)c-3cn(Cc3ccc(F)cc3)c2cc1OC	17	166*	36	-2.0	-48	10	-5	5	-3.0
O=C(COC(=O)CNC(=O)c1ccco1)Nc1ccc(Cl)cn1	-6	106	4	-2.5	5	-10	36	-8	-0.4
O=C1CCCc2ccccc2N1Cc1ccccc1	-10	102	1	0.7	-9	6	13	-3	-0.2
CN(Cc1ccccc1)S(=O)(=O)c1ccc(Cl)c(C(=O)OCC(N)=O)c1	-18	102	2	-0.7	8	9	11	-6	1.0
CN(C)S(=O)(=O)c1ccc(N2CCCC2)c(C(=O)Nc2cccc(F)c2)c1	-20	101	1	-1.5	-6	-1	12	-1	-2.8
CC(C)N(C(=O)C(=O)c1cccn1-c1ccccc1C#N)C(C)C	-9	111	8	-2.7	0	32	2	-1	-5.6
CC1(C)CC(=O)C=C(NNC(=O)C2CCCCC2)C1	-9	107	3	-5.6	10	-20	4	5	-4.2
COc1ccccc1N1CCN(c2nccc(C)n2)CC1	-24	109	8	-2.0	3	5	9	3	-2.2
NC(=O)CSc1nnc2ccc(-c3ccco3)nn12	1	94	-8	-3.0	7	28	11	7	-1.9
N#C/C(=C\c1cccs1)C(=O)NCc1ccccc1	1	105	12	-2.5	1	-4	13	3	-2.7
CCN=C1SC(CC(=O)Nc2ccccc2)C(=O)N1CC (stereo not drawn)	-6	109	4	-1.7	6	-21	0	-5	-0.3
